AI-2 QS mod: Vibrio harveyi AI-2 quorum sensing modulation; Vibrio harveyi JMH597 AI-2 luminescence/OD600 ratio, 9 h; hits give low values; strain lacks LuxN and CqsS sensors; 0 = neutral-control median; 0.4% of 300,000 active; AID 2094; activity change, % at 7.5 µM; in the data active = activity change below about -75%, passing the limit was not always enough; inconclusive = no clear call, values can overlap the other calls;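 note: luminescence divided by OD600 gain over 9 h not by final OD600 alone; inactives centre near 13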
KLF5 inh: kruppel-like factor 5 inhibition. DLD-1 KLF5 promoter-luciferase reporter, luminescence. inhibition, % at 5 µM. 0.23% of 290,000 active. AID 1700;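 active = inhibition above a per-plate limit of that plate's mean compound inhibition plus 3 SD, cut at about 60% in these data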;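 note: 0% = DMSO wells and 100% = LY294002 at 200 µM; higher means less KLF5 promoter-driven luciferase light; inactives centre near -14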
HSP90 inh: inhibitors of HSP90 luciferase refolding in rabbit reticulocyte lysate. inhibition, % at 5.6 µM. luciferase refolding luminescence, 3 h. 0.91% of 290,000 active;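 active = inhibition above the screen-wide mean plus 3 SD, computed separately per campaign, cut at about 16% in these data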;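 note: 0% = DMSO wells and 100% = 60 µM geldanamycin wells; inhibitors lower the luminescence because luciferase stays unfolded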
HIF act: HIF pathway transcriptional activation; U2OS HRE-luciferase reporter, luminescence; normalized: DMSO 0%, desferrioxamine 100%; activation, % at 7.5 µM (by protocol); 0.32% of 300,000 active;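 active = mean activation of at least 10% of the iron chelator positive control signal, with at least half of replicates also reaching 10%; inconclusive = mean and replicate majority disagree about reaching 10%; inactive = mean and most replicates under 10%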
GSK3A inh: blocks human GSK-3 alpha kinase | AID 2650 | ADP-Glo luminescence, 60 min | P49840 | inhibition, % at 10 µM | 0.1% of 320,000 active;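 in the data active = inhibition above about 50%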;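 note: GST-tagged GSK-3 alpha with peptide substrate and 25 µM ATP; 0% = DMSO neutral wells and 100% = GW8510 positive control wells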
Target sequence (P49840 whole entry, looked up): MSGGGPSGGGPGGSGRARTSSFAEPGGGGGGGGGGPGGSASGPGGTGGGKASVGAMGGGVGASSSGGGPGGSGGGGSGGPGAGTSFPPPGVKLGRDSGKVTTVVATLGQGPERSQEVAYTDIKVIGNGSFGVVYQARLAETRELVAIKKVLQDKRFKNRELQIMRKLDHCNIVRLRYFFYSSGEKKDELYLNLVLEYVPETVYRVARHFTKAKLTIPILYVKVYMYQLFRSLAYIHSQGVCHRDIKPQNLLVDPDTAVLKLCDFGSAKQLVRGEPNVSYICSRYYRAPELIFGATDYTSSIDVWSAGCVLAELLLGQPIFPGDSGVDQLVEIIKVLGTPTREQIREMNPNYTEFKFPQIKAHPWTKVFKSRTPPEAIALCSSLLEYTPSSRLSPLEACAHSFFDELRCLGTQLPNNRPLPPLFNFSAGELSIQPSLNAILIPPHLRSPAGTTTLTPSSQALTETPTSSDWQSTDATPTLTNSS
aSyn 5UTR inh: MLPCN primary screen, SNCA 5' untranslated region; 0.82% of 300,000 active; alpha-synuclein 5'UTR reporter, inhibitor activity; AID 1813; inhibition, % (tested at 7.5 µM); in the data active = inhibition above about 60%; inconclusive = no clear call, values can overlap the other calls;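 note: H4 neuroglioblastoma cells stably carrying SNCA 5'UTR luciferase fusion; 0% = DMSO wells and 100% = positive control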
IEC-6 cytotox: kills IEC-6 intestinal cells in KLF5 counter-screen; IEC-6 cytotoxicity, luminescence viability; inhibition, % at 5 µM; 0.78% of 290,000 active; AID 1825; in the data active = inhibition above about 22%;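 note: 0% = plate median of test compound wells and 100% = cytotoxic reference compound wells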
HSF1 activator: increases HSF-1 driven luciferase reporter signal. AID 504408. activation, % at 9 µM. 1.7% of 300,000 active. NIH3T3-HGL HSF-1 luciferase reporter, MG132, 8 h; 100% = twice DMSO control signal;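 active = mean replicate activation of at least 50% with a set share of replicates each reaching 50%; inconclusive = only one of those two conditions met; inactive = mean below 50% and too few replicates reaching it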;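 note: 0% = median of the neutral control wells and 100% = twice that signal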
HSF1 inh: HSF1 inhibition | NIH3T3-HGL HSE-luciferase, MG132-induced, luminescence 8 h; hits give low values | 0.77% of 300,000 active | activity change, negative = inhibition, % at 7.5 µM (by protocol);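 active = more than half of replicate wells show activity change below -50%, luminescence cut by over half; inconclusive = some wells, but at most half, below -50%; inactive = no replicate well below -50%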;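 note: luciferase reports HSF-1 transcriptional activity via heat shock element; 0% = median of DMSO wells and -100% = zero luminescence signal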
GSK3beta inhib: blocks human GSK3beta kinase activity; GST-GSK3beta kinase, ADP-Glo luminescence, 60 min; hits give low values; AID 2097; 0.038% of 300,000 active; activity score (negative = inhibition), % at 10 µM;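 active = more than half of replicate wells score below -50%, meaning over 50% inhibition versus plate controls; inconclusive = some replicates but at most half score below -50%; inactive = no replicate scores below -50%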;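 note: 0% = median DMSO wells and -100% = median GW8510 positive control wells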
Target sequence (P49841 whole entry, looked up): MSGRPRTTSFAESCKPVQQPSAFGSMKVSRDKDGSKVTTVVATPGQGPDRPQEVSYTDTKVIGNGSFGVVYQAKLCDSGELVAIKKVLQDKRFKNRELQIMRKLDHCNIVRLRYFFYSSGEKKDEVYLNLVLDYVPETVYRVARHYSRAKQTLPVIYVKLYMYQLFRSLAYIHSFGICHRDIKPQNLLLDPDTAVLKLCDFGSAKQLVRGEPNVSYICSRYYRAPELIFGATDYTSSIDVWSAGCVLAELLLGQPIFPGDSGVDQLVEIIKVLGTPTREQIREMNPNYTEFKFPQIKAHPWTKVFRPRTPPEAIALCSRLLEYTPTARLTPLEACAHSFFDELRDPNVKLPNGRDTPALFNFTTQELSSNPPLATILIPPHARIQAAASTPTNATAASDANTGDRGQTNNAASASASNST
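Test system – GST-tagged human GSK3beta kinase, cell-free · Incubation – 60 min enzyme reaction, room temperature · Signal – ADP-Glo luminescence · Also added – peptide substrate and ATP at 25 µM · Controls – DMSO neutral wells and GW8510 at 20 µM as positive · Buffer or medium – Tris/MgCl2 kinase buffer · Measure – Luminescence-derived activity versus plate DMSO and GW8510 wells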
Starred values were filed as active, the others as inactive; ? = inconclusive; · = not tested or not shown. No enrichment for hits; overall some 4.7% were active at least once.

SMILES	AI-2 QS mod	KLF5 inh	HSP90 inh	HIF act	GSK3A inh	aSyn 5UTR inh	IEC-6 cytotox	HSF1 activator	HSF1 inh	GSK3beta inhib
O=C(c1ccco1)N1CCN(C2CCCC2)CC1	10	-17	0	-0.3	0	2	0	2	-4	0
N#CC1(Nc2cccc(Br)c2)C(=O)Nc2ccccc21 (stereo not drawn)	34	6	4	0.7	0	4	4	9	-1	-2
O=C(Nc1ccccc1Cl)c1ccc(S(=O)(=O)N2CCOCC2)cc1	10	-28	1	0.2	-2	25	1	12	-2	2
O=S(=O)(c1ccc(Cl)cc1Cl)n1ccc2cccnc21	10	-25	-1	-0.2	0	7	3	5	-8	0
O=C1NC(=O)/C(=C\c2ccc(Sc3ccc(Cl)cc3)o2)N1	7	-27	-1	-0.1	-2	-34	0	-4	4	3
O=C(NC1CCCCC1)N1CCc2[nH]c3ccccc3c2C1	7	-15	0	0.6	-1	-15	3	5	-6	-2
CN(CC(=O)Nc1ccc(N2CCOCC2)cc1)C(=O)c1cc(S(=O)(=O)N(C)C)ccc1Cl	23	-42	3	0.1	-1	-8	-6	15	4	1
CC(C)CCOP(=O)(c1ccccc1)c1ccccc1	-1	-2	0	-1.1	-2	-3	-3	7	2	-2
COc1ccc(NC(=O)Nc2cc(C)ccc2OC)cc1	3	-33	6	1.2	-1	-31	-2	22	1	-2
COc1ccc(N=Nc2cc(C)c(O)c(CN3CCCCC3)c2)cc1	15	-20	0	-0.6	2	-3	-1	8	-1	2
CC(C)[C@H](NC(=O)N1c2ccccc2NC(=O)[C@@H]1C(C)C)C(=O)N[C@H](C(=O)O)c1ccccc1	1	1	-4	0.0	0	-14	3	6	-6	-2
CC(C)(C)c1ccc(-c2nnc(N)o2)cc1	32	-54	-2	3.0	-4	-154	-4	-5	14	-1
Cc1ccc(C(=O)NC2CCCCC2)cc1	13	-93	6	2.3	0	-94	4	27	7	0
Cc1ccccc1N1CCN(C(=S)c2ccccc2)CC1	0	-14	0	-0.6	-2	-24	-1	8	1	3
COc1ccc(NC(=O)CN2CCc3ccccc3C2)cc1OC	40	-33	-2	-0.1	2	-12	-11	8	0	2
Cc1ccc(OCc2cc(C(=O)N(CCO)Cc3cccs3)no2)cc1C	-60	-86	-5	3.2	1	-81	-7	48	31	3
c1ccc(COc2ccccc2CNc2nn[nH]n2)cc1	4	-22	-3	-0.1	0	-18	-7	-2	10	2
CCc1cc(C(c2ccc(OC)c(OC)c2)N2CCOCC2)c(NC(=O)c2ccccc2)s1 (stereo not drawn)	30	-21	-2	-30	-1	-62	0	?	25	2
Clc1ccc(Oc2nc3c(Cl)cccc3s2)cc1Cl	-7	-19	4	1.7	-2	17	5	·	-3	1
COCC(C)n1c(C)cc(C(=O)COC(=O)c2c(C)nn(-c3ccccc3)c2C)c1C (stereo not drawn)	0	-33	1	-0.3	-2	36	-1	15	-2	-3
Cc1ccccc1OCc1nnc(SCc2cc(=O)[nH]c3ccccc23)n1-c1ccccc1	7	4	1	0.2	-4	31	-2	12	6	-4
CCc1nc2ccc(C(=O)NC3CCC(C)CC3)cc2nc1CC (stereo not drawn)	24	-67	-3	·	·	-86	-4	4	0	0
COc1ccc(-c2noc(CN(C)C(=O)c3ccc4c(c3)OCO4)n2)cc1	20	-2	-3	0.2	-2	5	-5	0	0	-2
CN(C)C(CNc1ccc(S(C)(=O)=O)cc1[N+](=O)[O-])c1ccccc1 (stereo not drawn)	8	-21	1	-0.1	1	12	3	-2	-3	0
Nc1c2c(nc3c1CCC3)CCCC2	9	-9	6	-0.1	-2	-5	7	-8	-7	-3
COc1cc(C(=O)Oc2ccccc2N)cc(OC)c1OC	-20	2	2	0.1	-2	9	3	27	26	-4
O=C(CCc1nnc(CCCCc2ccccc2)o1)NC1CCCC1	4	2	1	-0.4	-4	4	-5	8	-3	1
COc1ccc(C)cc1-n1c(C)cc(C=O)c1C	8	6	-1	-1.9	4	9	-4	-13	-6	0
CCCCOC(=O)Sc1nc2ccccc2o1	52	-53	-3	0.0	-1	10	-2	0	1	0
CCOC(=O)CSCC(=O)Nc1nnc(-c2cccc([N+](=O)[O-])c2)s1	13	2	-6	0.2	-3	-16	-13	-14	2	0
CCCCn1c(N)c(N(CCOC)C(=O)c2cccc(N3C(=O)c4ccccc4C3=O)c2)c(=O)[nH]c1=O	10	·	·	-0.4	-1	-7	·	18	0	0
Cc1cc(C)cc(NC(=O)NC2CCCCCCC2)c1	25	-30	-4	·	·	·	-6	·	·	-2
C/C(=N\NC(=O)c1ccc(CSc2nncn2C)cc1)c1ccc(Cl)cc1	9	-24	1	-0.1	-3	-30	-2	-38	-20	-2
COc1cc(NS(=O)(=O)c2ccccc2)ccc1-n1nc(C)cc1C	26	-16	5	-0.1	-2	-2	-1	8	-2	0
Cc1sc(NC(=S)NC(=O)c2ccco2)c(C(N)=O)c1C	28	-8	-1	1.6	3	-92	-2	·	·	-2
O=C(c1ccccc1)c1ccc(OCC(O)CN2CCN(S(=O)(=O)N3CCCCC3)CC2)cc1 (stereo not drawn)	25	-26	0	-0.3	·	-12	-2	-1	-2	-2
Cc1nn(C)c(C)c1S(=O)(=O)N1CCCC(C(=O)N2CCN(c3ccccc3)CC2)C1 (stereo not drawn)	49	-18	2	0.2	-3	-12	3	-15	-3	0
COc1ccccc1OCCCCN1CCN(c2ccccc2OC)CC1	1	-19	-1	-0.7	3	2	5	-20	-7	-1
Cc1cccc(C)c1NC(=O)C1CCCN1S(=O)(=O)c1ccc(-c2ccc(=O)[nH]n2)s1 (stereo not drawn)	25	-4	2	0.3	-3	10	4	5	2	2
O=C(NCC1CCN(S(=O)(=O)c2ccccc2)CC1)Nc1ccc(F)cc1	35	-7	-1	-0.1	1	8	1	-16	-4	0
O=C(CSc1nc2ccccc2c(=O)n1-c1ccc(F)cc1)Nc1ccc(Cl)c(S(=O)(=O)N2CCOCC2)c1	11	6	2	-2.5	-1	-1	4	4	-2	1
CC(/C=C/c1ccccc1)=N\NC(=O)CNC(=O)c1ccccc1Cl	4	-6	-4	0.0	1	-15	1	-4	3	-5
Cc1[nH]n(-c2ccccc2)c(=O)c1C(c1cccc([N+](=O)[O-])c1)c1c(C)[nH]n(-c2ccccc2)c1=O	12	-12	6	1.4	0	-10	-6	17	22	3
COc1ccccc1NC(=S)NN1CCN(C)CC1	11	-18	1	-0.3	9	12	-6	4	-4	0
O=C(Nc1c(Cl)cc(Cl)cc1-c1nc2ccccc2s1)c1ccc(Br)o1	3	-1	2	-0.3	-3	-18	5	10	7	1

Not a retest: two of the compounds above.
SMILES	AI-2 QS mod	KLF5 inh	HSP90 inh	HIF act	GSK3A inh	aSyn 5UTR inh	IEC-6 cytotox	HSF1 activator	HSF1 inh	GSK3beta inhib
CCCCn1c(N)c(N(CCOC)C(=O)c2cccc(N3C(=O)c4ccccc4C3=O)c2)c(=O)[nH]c1=O	10	·	·	-0.4	-1	-7	·	18	0	0
Cc1cc(C)cc(NC(=O)NC2CCCCCCC2)c1	25	-30	-4	·	·	·	-6	·	·	-2

(listing goes on)
SMILES	AI-2 QS mod	KLF5 inh	HSP90 inh	HIF act	GSK3A inh	aSyn 5UTR inh	IEC-6 cytotox	HSF1 activator	HSF1 inh	GSK3beta inhib
COc1ccccc1-n1c(C)nc2cc(C(=O)O)ccc21	22	-29	4	-0.2	0	24	2	-4	-6	4
CCN1C(=O)N[C@@H](c2ccccc2)[C@@H](C(=O)OC)[C@H]1C	9	·	·	-5.3	0	13	·	-7	-9	-28
COc1ccc(N2CC(C(=O)N[C@@H](C)C(=O)NC3CCCCC3)CC2=O)cc1 (stereo partly drawn)	13	-9	1	0.2	-2	21	5	5	-2	-2
O=C(NCCS(=O)(=O)N1CCN(c2ccc(F)cc2)CC1)c1ccco1	7	·	·	-1.5	-2	-9	·	-4	1	-4
Cc1ccc(NC(=O)CS(=O)c2ccccc2N)c(C)c1 (stereo not drawn)	7	-40	2	4.6	-2	-96	3	49	15	5
CC(C)CNC(=O)C1CCCN(C(=O)NCc2ccccc2)C1 (stereo not drawn)	19	-42	0	-0.5	0	-17	0	-6	-11	2
CCN(c1ccc2c(c1)OCO2)S(=O)(=O)c1cc(Br)cc2c1N(C(C)=O)CC2	-1	-19	2	-0.1	-3	21	-2	-12	3	0
COc1ccc(/C=C/C(=O)NC(=S)NNC(=O)c2cnccn2)cc1	9	-5	3	-0.1	-1	75*	5	12	13	0
COc1ccc(CNC(=O)CN(C(=O)c2csnn2)c2ccc3c(c2)OCCO3)cc1	·	-27	1	1.4	-2	-17	4	29	0	·
CN1CCC(N(C)C(=O)c2cc(=O)c3ccccc3o2)CC1	5	-12	6	-0.1	-2	-2	3	-1	-6	1
Cc1cccc(N(C)C(=O)c2cc(S(=O)(=O)N3CCCCC3)c[nH]2)c1	6	-27	-7	0.0	0	12	-8	19	3	1
CCOCC(=O)Nc1nnc(COc2ccc(Cl)cc2)s1	10	-22	2	0.0	-1	2	-2	-4	1	2
Cc1onc(-c2c(F)cccc2Cl)c1C(=O)N=C(N)N1CCCC1	12	-1	-6	0.5	0	-2	3	-5	-8	10
CCCC(=O)n1nc(-c2ccco2)nc1N	19	-46	-10	-0.2	-4	3	0	7	-1	-3
C/C(=N\NC(=O)c1cc2ccccc2cc1O)c1cc2ccccc2o1	40	-30	-2	0.7	0	-35	-8	16	4	1
Cc1cc(N2C(=O)c3ccccc3C2=O)n(C)n1	4	-14	2	-0.4	-2	14	-5	-4	-15	-1
COC(=O)c1ccc(-c2csc(NC(=O)C3=COCCO3)n2)cc1	-12	-16	0	0.2	0	-9	-2	-5	1	-24
COc1ccc(OC)c(NS(=O)(=O)c2ccc(-c3coc(C)n3)cc2)c1	25	-19	-8	-0.2	1	20	8	-10	2	-1
COc1ccc(-c2[nH]ncc2CN(C)CCN2CCOCC2)cc1F	43	-75	-4	0.1	-1	-6	-4	-5	-10	-6
COc1ccc(-c2csc(N(CCCN(C)C)C(=O)c3ccc(Br)cc3)n2)cc1	10	-11	1	-0.2	2	-4	-1	-23	-1	-4
CSc1ccc(C(=O)C2CCCN(S(=O)(=O)c3c(C)noc3C)C2)cc1 (stereo not drawn)	10	-12	-4	-0.7	0	-4	2	-12	6	1
COc1ccc(CN(C(=O)/C=C/c2ccco2)C2CCS(=O)(=O)C2)cc1 (stereo not drawn)	12	-4	-2	-0.1	2	-6	-7	-17	-3	2
CN1CCN(c2nc(-c3ccc(Cl)cc3)cc(=O)[nH]2)CC1	6	-58	0	0.1	1	18	1	22	11	-1
Cc1onc(-c2ccccc2Cl)c1C(=O)NNC(=O)C1CCN(Cc2ccccc2)CC1	2	-14	1	-0.1	-2	-21	0	-7	-3	-3
Cc1cccc(OC(=O)c2sc3ncn(C)c(=O)c3c2C)c1	25	-26	-2	1.3	-7	-210	-4	17	12	-10
